From PubChem
proKLK7 act = proKLK7 zymogen activators, primary screen, biochemical, fluorescence intensity; 370,000 tested, 0.9% active; purified proKLK7, EDANS-DABCYL substrate fluorescence; 100% is mature enzyme control, 0% vehicle; activation, % at 7 µM; AID 652039, 2013; Kallikrein-7 (Homo sapiens), P49862;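 active means activation above the mean of all tested compounds plus 3 SD, computed per campaign excluding outliers beyond control limits, cut at about 13% in these data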
Target sequence (P49862 whole entry, looked up): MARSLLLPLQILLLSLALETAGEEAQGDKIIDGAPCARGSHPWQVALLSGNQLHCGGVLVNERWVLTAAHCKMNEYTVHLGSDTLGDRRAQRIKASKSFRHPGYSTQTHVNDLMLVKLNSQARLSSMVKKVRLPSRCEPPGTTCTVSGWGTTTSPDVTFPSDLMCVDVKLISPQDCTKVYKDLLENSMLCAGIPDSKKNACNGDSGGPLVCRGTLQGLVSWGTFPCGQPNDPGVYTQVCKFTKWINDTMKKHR
hcDAF-12 act = H. contortus DAF-12 nuclear receptor activators, primary screen, cell-based, luminescence, HEK293, lit1-tk-luc reporter | activation, % at 6.8 µM | AID 652067, 2013 | 370,000 tested, 1.4% active | HEK293 hcDAF-12 lit1-tk-luc reporter; 0% DMSO, 100% Δ7-dafachronic acid;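 active means activation above the mean of all tested compounds plus 3 SD, cut at about 5.5% in these data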;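 further: 100% = response to 3 µM Δ7-dafachronic acid high control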
HGIII-sPLA2 inh = human group III sPLA2 inhibitors, primary screen, biochemical, QFRET, BODIPY PC-A2 liposome substrate; QFRET BODIPY PC-A2 liposome hydrolysis, fluorescence; 370,000 tested, 0.56% active; inhibition, % at 12.2 µM;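 active means inhibition above mean plus 3 SD of compounds lying within the high and low control bounds, cut at about 19% in these data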;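 further: 0% = median of test compound wells and 100% = no enzyme DMSO wells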
Target sequence (Q9NZ20 whole entry, looked up): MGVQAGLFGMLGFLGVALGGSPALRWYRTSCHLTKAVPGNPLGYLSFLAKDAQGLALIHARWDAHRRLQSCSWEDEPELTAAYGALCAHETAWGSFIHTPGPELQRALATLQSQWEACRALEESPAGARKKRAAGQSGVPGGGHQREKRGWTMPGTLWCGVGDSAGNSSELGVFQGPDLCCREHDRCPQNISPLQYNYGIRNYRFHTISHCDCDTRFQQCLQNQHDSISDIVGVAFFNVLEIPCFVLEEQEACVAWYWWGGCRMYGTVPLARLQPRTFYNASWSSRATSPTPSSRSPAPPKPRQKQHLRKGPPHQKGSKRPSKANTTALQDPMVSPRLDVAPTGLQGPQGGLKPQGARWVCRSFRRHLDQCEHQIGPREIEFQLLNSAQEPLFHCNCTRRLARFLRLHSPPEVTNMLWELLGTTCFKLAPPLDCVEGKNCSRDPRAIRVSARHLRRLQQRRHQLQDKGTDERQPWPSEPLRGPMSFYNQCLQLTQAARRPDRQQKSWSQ
DAX1 inh-1 = DAX1 (NR0B1) inhibitors, primary screen, cell-based, HEK293, Gal4-DAX1, luciferase luminescence. 340,000 tested, 0.99% active. HEK293 Gal4-DAX1 luciferase reporter. AID 504766, 2011. inhibition, % at 6.75 µM;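 active means inhibition above the mean over all tested compounds plus 3 SD, cut at about 4.2% in these data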;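 further: 0% = DAX1-transfected cells with DMSO and 100% = empty-vector control cells with DMSO; inhibition shows as a rise in luminescence from relieved DAX1 repression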
Target sequence (P51843 207-470 limits assumed): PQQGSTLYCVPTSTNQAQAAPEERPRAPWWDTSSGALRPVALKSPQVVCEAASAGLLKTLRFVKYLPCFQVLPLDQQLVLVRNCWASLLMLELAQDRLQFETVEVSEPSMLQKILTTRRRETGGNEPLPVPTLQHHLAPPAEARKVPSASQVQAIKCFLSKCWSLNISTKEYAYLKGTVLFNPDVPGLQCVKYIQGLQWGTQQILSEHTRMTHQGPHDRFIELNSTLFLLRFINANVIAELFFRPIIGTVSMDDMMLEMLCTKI
ssDAF12 agonist = S. stercoralis DAF-12 nuclear receptor activators, primary screen, cell-based, luminescence, HEK293, GRIP1 co-expression, lit1-tk-luc | activation, % at 6.8 µM | HEK293 ssDAF-12/GRIP1 lit1-tk-luc reporter; % of 3 µM dafachronic acid response | 370,000 tested, 1% active | AID 652126, 2013;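 active means activation above the mean over all tested compounds plus 3 SD, cut at about 0.9% in these data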;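 further: 0% = DMSO-only wells and 100% = 3 µM delta7-dafachronic acid wells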
SMARCA2 act = SMARCA2 (BRM) function activators, primary screen, cell-based, luminescence, high throughput | activation, % at 9.1 µM | 370,000 tested, 1% active | MG213 cells, MMTV-luciferase reporter, dexamethasone, overnight; in the data active means activation above about 7.8%;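 further: 0% = vehicle wells and 100% = reference activator wells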
FXN GAA850 act = FXN promoter activators, primary screen, cell-based, luciferase luminescence, HEK293 lucGAA850. HEK293 lucGAA850 FXN promoter luciferase reporter, 24 h; percent of 10 µM SAHA response. activation, % at 6 µM. 360,000 tested, 0.56% active. AID 540364, 2011;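 active means activation above the average of all compounds screened plus 3 SD, cutoff fixed separately per campaign, cut at about 7.5% in these data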;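 further: 0% = DMSO wells and 100% = 10 µM SAHA wells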
NPR2 activator = human GC-B receptor activators, primary screen, HEK293 GC-B cells, cGMP TR-FRET, EC30 CNP. activation, % at 10 µM. 0% at EC30 CNP, 100% saturating CNP. 370,000 tested, 0.11% active. AID 1920062, 2024. Atrial natriuretic peptide receptor 2 (Homo sapiens), P20594;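 active means activation at 10 µM reaching about 35% in either raw or pattern-adjusted values, limit read from the data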
DAX1 inh-2 = DAX1 (NR0B1) inhibitors on StAR promoter, primary screen, cell-based, luminescence, SF-1 (NR5A1), full-length DAX-1; AID 652010, 2013; inhibition, % at 6.8 µM; HEK293T StAR-luciferase reporter, SF-1/DAX-1 repression relief; 370,000 tested, 1.1% active;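 active means inhibition above the mean over all tested compounds plus 3 SD, cut at about 3.6% in these data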;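 further: 0% = DAX-1 cells with DMSO and 100% = cells lacking DAX-1 with DMSO; higher inhibition means more luminescence from relief of DAX-1 repression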
GC-A act = GC-A stimulated cGMP production enhancers – HEK293 GC-A cells, cGMP TR-FRET, EC30 ANP, primary screen. activation, % at 10 µM. 0% at EC30 ANP, 100% saturating ANP. Atrial natriuretic peptide receptor 1 (Homo sapiens), P16066. AID 1671463, 2021. 370,000 tested, 0.14% active; in the data active means activation above about 40%
hgDAF-12 ag = H. glycines DAF-12 receptor agonists, primary screen, cell-based, luminescence, HEK293, GAL4 fusion, UAS-luciferase | Nuclear hormone receptor DAF-12 (Heterodera glycines), GAL4 fusion | HEK293 GAL4-hgDAF12 UAS-luciferase reporter, agonist luminescence; normalized to butyrate control | activation, % at 6.8 µM | 370,000 tested, 1.8% active | AID 687014, 2013;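 active means activation above a cutoff set at the mean of all screened compounds plus 3 SD, cut at about 10% in these data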;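 further: 0% = DMSO wells and 100% = sodium butyrate wells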
* marks the source's active call; other numbers are inactive results.

For Cc1cc(CN(Nc2ccccc2)c2ccccc2)cc(C)n1 the results were proKLK7 act 0.8, hcDAF-12 act -0.4, HGIII-sPLA2 inh 3.1, DAX1 inh-1 0.5, ssDAF12 agonist -0.7, SMARCA2 act 0.4, FXN GAA850 act -0.6, NPR2 activator 2.1, DAX1 inh-2 -0.7, GC-A act -5.9 and hgDAF-12 ag -1.2.
O=[N+]([O-])c1ccc(NS(=O)(=O)c2ccccc2)c(Cl)c1 was read as proKLK7 act -0.1, hcDAF-12 act 0.0, HGIII-sPLA2 inh -30.4, DAX1 inh-1 -1.3, ssDAF12 agonist -1.1, SMARCA2 act -6.7, FXN GAA850 act -1.4, NPR2 activator -0.7, DAX1 inh-2 -0.2, GC-A act 3.3 and hgDAF-12 ag -3.3.
Screening COc1cc(CC(=O)OCC(=O)NCc2ccco2)cc(OC)c1OC returned proKLK7 act -0.5, hcDAF-12 act 1.2, HGIII-sPLA2 inh 12.7, DAX1 inh-1 0.8, ssDAF12 agonist -0.5, SMARCA2 act -2.6, FXN GAA850 act -0.5, NPR2 activator 0.7, DAX1 inh-2 -0.8, GC-A act 3.1 and hgDAF-12 ag 1.2.
O=C(NC1CC2CCCC(C1)N2C(=S)Nc1ccc(Cl)cc1)C1CC1 (stereo not given) was read as proKLK7 act 0.2, hcDAF-12 act 1.0, HGIII-sPLA2 inh 2.3, DAX1 inh-1 0.3, ssDAF12 agonist -1.2, SMARCA2 act 6.4, FXN GAA850 act 0.0, NPR2 activator -7.7, DAX1 inh-2 -0.3, GC-A act 3.5 and hgDAF-12 ag -3.4.
`Cn1c2c(c(=O)[nH]c1=O)C(c1ccc(O)cc1)C1=C(N2)c2ccccc2C1=O` (stereo not given) gave proKLK7 act 0.8, hcDAF-12 act -0.6, HGIII-sPLA2 inh -1.2, ssDAF12 agonist -1.5, SMARCA2 act 2.5, FXN GAA850 act 1.1, NPR2 activator 20.7, DAX1 inh-2 -0.9, GC-A act 8.2 and hgDAF-12 ag -2.7.
For O=[N+]([O-])c1cccc(CP(=O)(c2ccccc2)c2ccccc2)c1 the results were proKLK7 act 0.4, hcDAF-12 act 1.7, HGIII-sPLA2 inh -5.5, DAX1 inh-1 0.2, ssDAF12 agonist -1.1, SMARCA2 act -2.7, FXN GAA850 act 0.7, NPR2 activator -5.7, DAX1 inh-2 -0.2, GC-A act -4.7 and hgDAF-12 ag -0.2.
`CCOc1ccc(-c2ccc3nnc(SCC(=O)NCC4CCCO4)n3n2)cc1` (stereo not given) gave proKLK7 act 2.7, hcDAF-12 act 0.9, HGIII-sPLA2 inh 1.9, DAX1 inh-1 -0.2, ssDAF12 agonist -0.9, SMARCA2 act 3.9, FXN GAA850 act 0.6, NPR2 activator -0.8, DAX1 inh-2 -0.5, GC-A act -5.1 and hgDAF-12 ag 1.6.
`NCCCC[C@H]1CN=C(N)N1CC1CCCCC1` gave proKLK7 act 0.1, hcDAF-12 act -2.0, HGIII-sPLA2 inh 11.3, DAX1 inh-1 2.1, ssDAF12 agonist -0.7, SMARCA2 act -1.2, FXN GAA850 act 0.0, NPR2 activator 6.0, DAX1 inh-2 0.1, GC-A act -2.9 and hgDAF-12 ag 0.8.
`Cc1c(C(=O)Nc2ccc3nc(N4CCOCC4)sc3c2)oc2ccccc12` gave proKLK7 act -22.1, hcDAF-12 act -2.6, HGIII-sPLA2 inh 1.5, DAX1 inh-1 -1.4, ssDAF12 agonist -1.4, SMARCA2 act -1.4, FXN GAA850 act 0.9, NPR2 activator 2.0, DAX1 inh-2 -3.3, GC-A act 1.3 and hgDAF-12 ag -2.5.
Screening COC(=O)c1onc(C(=O)c2ccccc2)c1C(=O)OC returned proKLK7 act -0.1, hcDAF-12 act -2.1, HGIII-sPLA2 inh -4.0, DAX1 inh-1 0.9, ssDAF12 agonist 0.0, SMARCA2 act -2.0, FXN GAA850 act -2.2, NPR2 activator -1.6, DAX1 inh-2 0.7, GC-A act 6.0 and hgDAF-12 ag 2.8.
Cc1ccc(C(=O)NCC(=O)OCC(=O)c2ccc(Br)s2)cc1 was read as proKLK7 act -0.1, hcDAF-12 act -1.7, HGIII-sPLA2 inh 4.4, DAX1 inh-1 -0.7, ssDAF12 agonist -0.6, SMARCA2 act -1.0, FXN GAA850 act 0.0, NPR2 activator -4.7, DAX1 inh-2 -0.6, GC-A act 5.6 and hgDAF-12 ag -1.1.
Fc1ccc(/C=N/N2CCOCC2)c(F)c1 was read as proKLK7 act 0.1, hcDAF-12 act -2.0, HGIII-sPLA2 inh 4.7, DAX1 inh-1 0.7, ssDAF12 agonist -1.2, SMARCA2 act 0.7, FXN GAA850 act 1.4, NPR2 activator 1.3, DAX1 inh-2 0.0, GC-A act 4.4 and hgDAF-12 ag -1.4.
CCCOc1cccc(C(=O)O)c1 was read as proKLK7 act -0.9, hcDAF-12 act 1.0, HGIII-sPLA2 inh 0.8, DAX1 inh-1 1.9, ssDAF12 agonist -1.7, SMARCA2 act 2.5, FXN GAA850 act -2.0, NPR2 activator 3.8, DAX1 inh-2 -0.9, GC-A act 3.3 and hgDAF-12 ag 0.1.
CCCC(=O)Nc1c2c(nn1-c1ccc(C)cc1)CS(=O)(=O)C2 was read as proKLK7 act -0.1, hcDAF-12 act -1.1, HGIII-sPLA2 inh -2.2, DAX1 inh-1 1.6, ssDAF12 agonist -0.4, SMARCA2 act 2.1, FXN GAA850 act 2.3, NPR2 activator 2.4, DAX1 inh-2 -0.1, GC-A act -0.4 and hgDAF-12 ag 1.7.
CCOC(=O)c1ccccc1NC(=O)COC(=O)CN1C(=O)NC2(CCCC2)C1=O was read as proKLK7 act 0.7, hcDAF-12 act -1.6, HGIII-sPLA2 inh -2.7, DAX1 inh-1 -0.3, ssDAF12 agonist -0.5, SMARCA2 act -1.6, FXN GAA850 act 1.9, NPR2 activator -2.1, DAX1 inh-2 -1.0, GC-A act -0.8 and hgDAF-12 ag -2.0.
For COc1ccc(C2C3=C(CC(C)(C)CC3=O)Nc3c2c(=O)[nH]c2nc(C)nn32)cc1 (stereo not given) the results were proKLK7 act -1.7, hcDAF-12 act -0.2, HGIII-sPLA2 inh -2.4, DAX1 inh-1 -0.2, ssDAF12 agonist -0.7, SMARCA2 act -1.4, FXN GAA850 act -3.2, NPR2 activator -1.4, DAX1 inh-2 0.0, GC-A act 0.3 and hgDAF-12 ag -0.5.
Cn1c(=N)c(S(=O)(=O)c2ccccc2)cc2c(=O)n3ccccc3nc21 was read as proKLK7 act 6.1, hcDAF-12 act -1.9, HGIII-sPLA2 inh 2.5, DAX1 inh-1 0.9, ssDAF12 agonist -1.5, SMARCA2 act -0.7, FXN GAA850 act 0.1, NPR2 activator -4.2, DAX1 inh-2 0.2, GC-A act 10.2 and hgDAF-12 ag -2.5.
For CC(=O)c1ccc(OCC(=O)N2CCN(S(=O)(=O)c3ccc(C)cc3C)CC2)cc1 the results were proKLK7 act -0.2, hcDAF-12 act 1.5, HGIII-sPLA2 inh 2.0, DAX1 inh-1 -0.8, ssDAF12 agonist -1.4, SMARCA2 act -3.1, FXN GAA850 act -0.9, NPR2 activator -8.2, DAX1 inh-2 -1.1, GC-A act -1.2 and hgDAF-12 ag 0.2.
Screening Cc1c(Cl)ccc(S(=O)(=O)NCCCn2ccnc2)c1Cl returned proKLK7 act 0.1, hcDAF-12 act -2.1, HGIII-sPLA2 inh -14.8, DAX1 inh-1 -1.3, ssDAF12 agonist -1.0, SMARCA2 act -2.3, FXN GAA850 act -0.5, NPR2 activator 2.6, DAX1 inh-2 0.0, GC-A act -3.1 and hgDAF-12 ag -1.4.
COc1ccc(/C(C#N)=C/c2cccnc2)cc1 was read as proKLK7 act 6.2, hcDAF-12 act 0.1, HGIII-sPLA2 inh -2.6, DAX1 inh-1 2.1, ssDAF12 agonist -0.8, SMARCA2 act 5.0, FXN GAA850 act 1.4, NPR2 activator -2.5, DAX1 inh-2 0.0, GC-A act -1.8 and hgDAF-12 ag 5.3.
Screening Cc1cccc(-n2c(C)nc3cc(C(=O)N4CCOCC4)ccc32)c1 returned proKLK7 act 0.1, hcDAF-12 act -1.2, HGIII-sPLA2 inh 0.8, DAX1 inh-1 0.1, ssDAF12 agonist -1.4, SMARCA2 act -0.5, FXN GAA850 act 1.6, NPR2 activator 1.6, DAX1 inh-2 0.1, GC-A act 1.3 and hgDAF-12 ag 1.5.
O=C(Nc1ccc2ccccc2c1)c1cc(F)c(F)cc1Cl was read as proKLK7 act 4.2, hcDAF-12 act 0.1, HGIII-sPLA2 inh -1.2, DAX1 inh-1 3.6, ssDAF12 agonist 0.5, SMARCA2 act 4.1, FXN GAA850 act 1.9, NPR2 activator -1.6, DAX1 inh-2 2.9, GC-A act -3.3 and hgDAF-12 ag 10.1.
O=C(CSc1ccc(Cl)cc1)N/N=C/c1cccnc1 was read as proKLK7 act 0.0, hcDAF-12 act -1.0, HGIII-sPLA2 inh 3.4, DAX1 inh-1 1.2, ssDAF12 agonist -1.7, SMARCA2 act -0.2, FXN GAA850 act 0.0, NPR2 activator 8.8, DAX1 inh-2 0.3, GC-A act -0.4 and hgDAF-12 ag -0.2.
CC(=O)N1CCN(C(=O)CCc2nnc(CCCCc3ccccc3)o2)CC1 was read as proKLK7 act -0.1, hcDAF-12 act -1.3, HGIII-sPLA2 inh 0.0, DAX1 inh-1 -0.4, ssDAF12 agonist -1.1, SMARCA2 act -0.9, FXN GAA850 act 2.9, NPR2 activator 3.4, DAX1 inh-2 0.1, GC-A act -6.5 and hgDAF-12 ag -1.3.
`CCOC(=O)C1CCN(C(=O)c2sc3ncn(CC(=O)N4CCCCC4)c(=O)c3c2C)CC1` gave proKLK7 act -0.8, hcDAF-12 act -2.0, HGIII-sPLA2 inh 1.8, DAX1 inh-1 1.8, ssDAF12 agonist -1.0, SMARCA2 act -4.1, FXN GAA850 act 2.1, NPR2 activator -0.9, DAX1 inh-2 -0.2, GC-A act 1.1 and hgDAF-12 ag 0.6.
`CCC(C)(C)n1nnnc1C(c1ccc2ncccc2c1)N1CCN(Cc2ccc3c(c2)OCO3)CC1` (stereo not given) gave proKLK7 act -0.7, hcDAF-12 act -1.5, HGIII-sPLA2 inh 4.9, DAX1 inh-1 -1.1, ssDAF12 agonist -1.0, SMARCA2 act -3.0, FXN GAA850 act 2.4, NPR2 activator -7.9, DAX1 inh-2 0.0, GC-A act -3.8 and hgDAF-12 ag 0.0.
